Source: PubChem BioAssay
IDH1 R132H inh: blocks human mutant IDH1 R132H enzyme | O75874 | IDH1-R132H enzyme, NADPH consumption, diaphorase/resazurin fluorescence | Potency, µM (top dose mostly 76.6 µM), inactives show top-dose activity change, negative = inhibition, most hits filed as inhibitors | 390,000 compounds, 0.093% hits | AID 602179; also: potency is read from the fitted curve at half-maximal effect; % is scaled to controls: 0 for no effect and ±100 for the full control effect; nearly all actives have a fitted effect of over 65% in size
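IDH1-R132H (0.5 ug/mL) preincubated 30 min with compound, then NADPH (0.016 mM) and alpha-KG (2 mM) added; 80 min at RT, pH 7.5. Remaining NADPH coupled via diaphorase/resazurin to fluorescence (540/590 nm); concentration-response curves normalized to no-enzyme control.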
GRP78 ERSR act: ER stress response induction in glioma; Potency, µM, inactives show top-dose activation, actives largely listed as activators; U87-MG GRP78 promoter luciferase reporter, 16 h; 420,000 compounds, 0.02% hits; also: potency is read from the fitted curve at half-maximal effect; series mostly up to about 76 µM; % of control where 0% means no effect; nearly all actives have a fitted effect of over 35% in size
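ERSR induction read as luciferase luminescence (Bright-Glo, 10 min at room temperature) in stably transfected human U87-MG glioma cells exposed to compounds for 16 h, using GRP78 as sensor.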
PI4K2A block: PI4K2A (human) kinase inhibition. Q9BTU6. purified PI4K2A, ADP-Glo luminescence, 1 h; stronger effect = lower value. activity change, negative = inhibition, % at 76.9 µM. 420,000 compounds, 0.13% hits. AID 1346378; in the data active = activity change below about -50%; inconclusive = mostly about -30% to -49%;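 also: -100% = wells without enzyme as full effect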
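PI4K2A activity was measured by ADP-Glo luminescence: enzyme (4 ug/mL stock) and phosphatidylinositol (1.2 mM stock) in Tris pH 7.5/MgCl2/EGTA/Triton X-100 buffer were reacted with ATP (300 microM stock) for one hour at ambient temperature.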
USP1 inh: inhibitors of human USP1/UAF1 deubiquitinase; 390,000 compounds, 0.23% hits; recombinant USP1/UAF1, Ub-Rhodamine cleavage fluorescence; Potency, µM (highest dose often 57.1 µM), for the others: at the highest dose activity change, negative = inhibition, actives largely listed as inhibitors; also: potency is read from the fitted curve at half-maximal effect; % is scaled to controls: 0 for no effect and ±100 for the full control effect; nearly all actives have a fitted effect of over 60% in size; inactives centre near -12
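Step one: compound is pinned into 1nM USP1/UAF1 in HEPES pH 7.8 buffer with TCEP. Step two: 15 min room-temperature incubation. Step three: Ub-Rho (150nM final) starts cleavage, tracked by fluorescence over six one-minute reads.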
RXFP1 ag: agonists of human relaxin receptor RXFP1. HEK293T-RXFP1 cAMP TR-FRET, 30 min; response scale: percent of porcine relaxin response, buffer zero. Potency, µM (series often up to 57.5 µM), for the others: at the highest dose activation, usual class: activators. 370,000 compounds, 0.3% hits. AID 2676; also: potency is read from the fitted curve at half-maximal effect; % is scaled to controls: 0 for no effect and ±100 for the full control effect; nearly all actives have a fitted effect of over 60% in size; many of its hits are not listed in these tables
Target sequence (Q9HBX9 whole entry, looked up): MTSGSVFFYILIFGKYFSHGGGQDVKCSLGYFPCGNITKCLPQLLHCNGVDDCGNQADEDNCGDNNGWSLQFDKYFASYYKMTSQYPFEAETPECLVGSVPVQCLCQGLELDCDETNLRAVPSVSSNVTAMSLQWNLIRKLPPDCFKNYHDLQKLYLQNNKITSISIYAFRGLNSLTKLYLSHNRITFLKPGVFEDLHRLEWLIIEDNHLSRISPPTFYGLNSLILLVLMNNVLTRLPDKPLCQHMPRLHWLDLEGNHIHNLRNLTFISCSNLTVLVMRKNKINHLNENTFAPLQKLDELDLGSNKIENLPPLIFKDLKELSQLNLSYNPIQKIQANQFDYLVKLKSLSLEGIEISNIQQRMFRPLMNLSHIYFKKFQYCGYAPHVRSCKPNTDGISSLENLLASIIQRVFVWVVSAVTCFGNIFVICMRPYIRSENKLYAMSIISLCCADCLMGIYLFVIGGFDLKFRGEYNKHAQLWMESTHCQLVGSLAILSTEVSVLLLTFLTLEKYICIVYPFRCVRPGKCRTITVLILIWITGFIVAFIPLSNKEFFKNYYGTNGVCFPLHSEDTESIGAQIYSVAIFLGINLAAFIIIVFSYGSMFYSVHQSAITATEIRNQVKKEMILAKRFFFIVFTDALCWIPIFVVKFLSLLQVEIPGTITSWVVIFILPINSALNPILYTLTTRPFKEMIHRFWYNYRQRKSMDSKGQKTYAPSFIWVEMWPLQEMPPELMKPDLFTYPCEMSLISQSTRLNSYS
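HEK293 cells stably expressing RXFP1, treated 30 min at 37C with compounds plus PDE4 inhibitor Ro 20174; cAMP measured by HTRF TR-FRET. Normalized to buffer and 29 nM porcine relaxin; EC50 by Hill fit.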
Vif-A3F inh: Vif-A3F binding inhibition; HeLa A3F-eYFP + Vif (tagged APOBEC3F with the HIV-1 protein that degrades it), YFP fluorescence increase; Potency, µM (highest dose often 46.1 µM), for inactives: at the top dose activity, negative = active; 390,000 compounds, 0.2% hits; AID 602313; also: potency is read from the fitted curve at half-maximal effect; % of control where 0% means no effect; nearly all actives have a fitted effect of over 65% in size
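Fluorescence increase (Ex 488/Em 500-530) after overnight compound treatment at 37 deg C flags inhibition of Vif-driven A3F-eYFP loss in stable HeLa A3F-eYFP/Vif cells seeded overnight beforehand.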
LDHA inh: LDHA (human) enzyme inhibition | activity change, % (values are at about 110 or 230 µM) | purified LDHA, NADH/diaphorase-resazurin fluorescence; stronger effect = lower value | 480,000 compounds, 0.15% hits; in the data active = activity change below about -30%; inconclusive = mostly about -25% to -30%;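 also: plate controls were DMSO wells for no effect and wells without enzyme for full effect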
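Human LDH5 at 2 nM final in Tris HCl pH 7.4 with 0.06 mM NADH and 0.2 mM pyruvate, reacted 5 minutes at room temperature. Remaining NADH coupled via diaphorase/resazurin; resorufin fluorescence read at 0 and 20 minutes, normalized to enzyme-free and DMSO wells.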
TrxR1 substrate: substrates of rat thioredoxin reductase 1; AID 588456; purified TrxR1 substrate turnover, NADPH consumption readout; Potency, µM (titrated, usually from 114 µM), without a hit: at the highest dose activity change, negative = substrate turnover; O89049; 390,000 compounds, 0.01% hits; also: potency is read from the fitted curve at half-maximal effect; % is scaled to controls: 0 for no effect and ±100 for the full control effect; nearly all actives have a fitted effect of over 50% in size
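Rat TrxR1, dispensed at 90 nM, was prereduced with 400 uM NADPH (final) for 5 min at ~22 deg C, then incubated with compound 15 min before 400 uM selenite. A first-read NADPH fluorescence drop versus no-compound background flagged substrates.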
Vif-A3G inh: Vif-A3G binding inhibition | Q9HC16 | HeLa A3G-eYFP + Vif (tagged APOBEC3G with the HIV-1 protein that degrades it), YFP fluorescence, overnight | Potency, µM (titrated, usually from 46.1 µM), without a hit: at the top dose activity, negative = active, usual class: inhibitors | 410,000 compounds, 0.076% hits | AID 602310;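 also: potency is read from the fitted curve at half-maximal effect; % is scaled to controls: 0 for no effect and ±100 for the full control effect; nearly all actives have a fitted effect of over 60% in size; hits raise eYFP signal because A3G escapes Vif-driven loss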
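Read-out is eYFP fluorescence (Ex 488/Em 500-530) from Vif-expressing HeLa A3G-eYFP cells; more signal means A3G escaped Vif-mediated degradation. Cells plated overnight, compound pinned in, incubated overnight at 37 deg C.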
The depositor's hits bear a star; ? = inconclusive; · = not tested or not shown; & = joins results of further samples; [ ] = dose if it differs, or a comment. Unless noted, calls follow the shape of the dose curve; as a rule, active = well fitted curve in the direction sought with a large enough effect; inconclusive = small, poorly fitted or top-dose-only effect, or another doubt; inactive = no such curve, though single readings can be large; an effect the other way counts as inactive or inconclusive.

SMILES	IDH1 R132H inh	GRP78 ERSR act	PI4K2A block	USP1 inh	RXFP1 ag	Vif-A3F inh	LDHA inh	TrxR1 substrate	Vif-A3G inh
CCCCc1c(O)nc(SCC(=O)c2ccccc2)n(-c2ccccc2)c1=O	13%	0%	1	-28%	0.2%	2%	-5	7%	-4%
Cc1c(C(=O)Nc2ccc(F)cc2)c2ccccn2c1CCc1ccncc1	-2%	6%	3	-12%	0.1%	3%	-6	24%[57.1 µM]	-8%
COc1ccc(OC)c(CNC(=O)C2CCN(S(=O)(=O)c3cn(C)cn3)CC2)c1	-7%	-2%	3	8%	2.7%	1%	-2	4%[57.1 µM]	2%
CN1C(=O)/C(=C\C=C2/CCCN2C)N(C)C1=S	3%	2%	-5	?	6.5%	10%	8	?	-4%
CCOC(=O)N1CCN(CCC(=O)Nc2ccc(Br)c(C)c2)CC1	4%	0%	3	3%	0.8%	-11%	-5	8%[57.1 µM]	3%
CC(=O)c1ccc(OCCCC(=O)N(CCC2=CCCCC2)c2c(N)n(Cc3ccccc3)c(=O)[nH]c2=O)cc1	0%	-5%	2	-30%	1.8%	2%	-3	-3%	-3%
COc1cc(OC)c(OC)cc1NC(=O)CC1COc2ccccc2O1 (stereo not drawn)	7%	1%	5	0%	-0.9%	-1%	-8	8%[57.1 µM]	-1%
O=C(Nc1c(F)c(F)c(F)c(F)c1F)C1CCCCC1	7%	-2%	-3	-17%	0.3%	4%	-2	1%	-1%
CCCCC(=O)NC(c1ccco1)c1cc(Cl)c2cccnc2c1O (stereo not drawn)	9%	-5%	-5	-7%	0.4%	-9%	6	5%	-16%
CCOC(=O)c1cc(-c2ccc(F)cc2)n(CC(=O)NCc2ccccn2)c1C	0%	-1%	-3	-8%	0.7%	-9%	-8	-2%	-9%
CC(C)N=C(N)N=C(N)Nc1ccc(Cl)cc1	8%	1%	-2	-19%	0.7%	10%	-4	-1%	2%
O=C1CN(C(=O)c2cnccn2)c2ccccc2N1	-2%	-5%	1	-12%	1.1%	0%	1	10%[57.1 µM]	0%
Cc1c(F)cccc1NC(=O)CSCC(=O)Nc1ccccc1	3%	-4%	3	-25%	0.4%	3%	-5	7%[57.1 µM]	0%
Cc1ccc(/C=C(\C#N)C(=O)NCCN2CCOCC2)cc1	-2%	-4%	-13	-13%	0.5%	-1%	-6	2%[57.1 µM]	-1%
CC/C(=N/Nc1cccc(Cl)c1)c1cnnc(SC)n1	4%	-8%	-3	2%	0.4%	?	0	-10%	-5%
O=C(COc1ccc(F)cc1)Nc1ccccc1N1CCOCC1	4%	-4%	0	-21%	1.5%	-3%	-2	-4%	-5%
c1ccc2c(c1)C(=NCC1CCCO1)NC2=NCC1CCCO1 (stereo not drawn)	5%	-3%	-3	-5%	1.0%	-4%	-8	10%	0%
O=S(=O)(Nc1nc2ccccc2nc1Cl)c1ccc2c(c1)OCCO2	-5%	5%	-5	-9%	?	-7%	-2	3%[57.1 µM]	-24%
CC(=O)c1cnn(-c2cc(Oc3cccc(C)c3)ncn2)c1C	3%	1%	12	-17%	0.4%	-1%	-2	4%	-2%
CCOc1ccc(CC(=O)NCC(c2cccs2)S(=O)(=O)c2ccc(F)c(C)c2)cc1 (stereo not drawn)	1%	1%	4	14%	0.4%	-2%	-4	4%[57.1 µM]	-4%
COc1ccc2nc(N3CCC(C)CC3)c(C#N)cc2c1	4%	10%	14	-20%	0.4%	-5%	17	2%	0%
Cc1nc(Oc2ccc(S(=O)(=O)N3CCOCC3)cc2Cl)c2c3c(sc2n1)CCCC3	1%	-2%	-3	-16%	0.9%	-1%	-1	-6%	-7%
COc1ccc(/C=C/c2ccncc2)cc1OC	7%	11%	2	-12%	-0.1%	-6%	-1	18%[57.1 µM]	0%
Cc1ccc(OCc2nnc(SC(C)C(=O)O)n2-c2ccccc2)cc1 (stereo not drawn)	-9%	-7%	-3	-20%	-1.0%	10%	-6	3%	-5%
Cn1c(=O)c2c(nc(N3CCCCCC3)n2CC(=O)c2ccccc2)n(C)c1=O	-4%	-4%	-15	-22%	1.1%	-7%	0&-1	-8%	-3%

New compounds follow:
SMILES	IDH1 R132H inh	GRP78 ERSR act	PI4K2A block	USP1 inh	RXFP1 ag	Vif-A3F inh	LDHA inh	TrxR1 substrate	Vif-A3G inh
CN(C)S(=O)(=O)n1cc(/C=C(\NC(=O)c2ccccc2Cl)C(=O)N2CCOCC2)c2ccccc21	-7%	0%	1	-12%	-0.1%	-2%	-6	-2%	4%
CN(C)S(=O)(=O)c1cccc(N=C2SCCN2Cc2ccccc2)c1	1%	4%	55	-10%	0.0%	-4%	-6	-10%	1%
CCC(=O)NCCc1nc2cc(NC(=O)c3ccccc3OC)ccc2n1C	3%	3%	-4	-5%	0.0%	5%	8	-5%	2%
COC(=O)Cc1ccc(NC(C)=O)cc1	-5%	-5%	4	8%	-1.5%	-14%	-7	2%	1%
CCOC(=O)c1ccc(NC(=O)CCCn2c(=O)c3cccn3c3ccccc32)cc1	-15%	-2%	-3	-22%	23%	0%	-4	5%[11.4 µM]	-3%
COc1ccc2c(c1)CC/C2=N\OC(=O)c1cccc(C)c1	-1%	-1%	-1	-11%	-0.6%	-8%	-7	0%	1%
O=C(Cc1ccccc1)Nc1ccc(SC(F)F)cc1	7%	0%	-17	-17%	-0.3%	-6%	-3	5%[57.1 µM]	0%
O=C(Nc1cccc2cccnc12)c1ccccc1	·	4%	·	·	·	·	-2	11%[0.457 µM]	-3%
Cc1nc2ccc(S(=O)(=O)N(C)CC(=O)N3CCc4ccccc4C3)cc2s1	0%	-2%	-3	1%	0.6%	2%	-4	8%[57.1 µM]	1%
Cc1ccccc1NC(=O)c1cc(N)ccc1N1CCCCC1	12%	1%	-7	-10%	-1.5%	-6%	3	9%	5%
CN(C)S(=O)(=O)Nc1ccc(NS(=O)(=O)N(C)C)c(S(=O)(=O)c2ccccc2)c1	5%	-1%	3	-20%	0.5%	-5%	2	-3%	-6%
CCOC(=O)C1CCN(C(=O)CSc2n[nH]c(-c3ccccc3)n2)CC1	28%	-2%	-3	-9%	6.8%	-1%	8	1%[57.1 µM]	9%
N/C(=N\OC(=O)c1ccco1)c1ccc(Cl)cc1	-1%	0%	-4	-8%	-3.2%	-9%	-6	7%	-1%
Cc1cccc(OCCC(=O)N(C)CC(=O)Nc2cccc3ccccc23)c1	3%	-4%	1	-2%	-2.1%	-13%	-10	-5%	-4%
CCCc1c(C(=O)N/N=C(\CC)c2ccccc2)nnn1-c1nonc1N	7%	-5%	-2	-17%	·	-3%	-8	·	-1%
COc1ccccc1C/C(N)=N/O	-4%	-3%	-1	-17%	0.1%	3%	-13	-2%	1%

Structural class: those above containing an aryl methoxy group.
SMILES	IDH1 R132H inh	GRP78 ERSR act	PI4K2A block	USP1 inh	RXFP1 ag	Vif-A3F inh	LDHA inh	TrxR1 substrate	Vif-A3G inh
COc1ccc(OC)c(CNC(=O)C2CCN(S(=O)(=O)c3cn(C)cn3)CC2)c1	-7%	-2%	3	8%	2.7%	1%	-2	4%[57.1 µM]	2%
COc1cc(OC)c(OC)cc1NC(=O)CC1COc2ccccc2O1 (stereo not drawn)	7%	1%	5	0%	-0.9%	-1%	-8	8%[57.1 µM]	-1%
COc1ccc2nc(N3CCC(C)CC3)c(C#N)cc2c1	4%	10%	14	-20%	0.4%	-5%	17	2%	0%
COc1ccc(/C=C/c2ccncc2)cc1OC	7%	11%	2	-12%	-0.1%	-6%	-1	18%[57.1 µM]	0%
CCC(=O)NCCc1nc2cc(NC(=O)c3ccccc3OC)ccc2n1C	3%	3%	-4	-5%	0.0%	5%	8	-5%	2%
COc1ccc2c(c1)CC/C2=N\OC(=O)c1cccc(C)c1	-1%	-1%	-1	-11%	-0.6%	-8%	-7	0%	1%
COc1ccccc1C/C(N)=N/O	-4%	-3%	-1	-17%	0.1%	3%	-13	-2%	1%

Some of the compounds tested; the hit share may differ from the screen's.
